Screening data from PubChem.
FadD28 FP inh – inhibitors of Mycobacterium tuberculosis FadD28 bisubstrate binding. FadD28 bisubstrate probe binding, fluorescence polarization. inhibition, % at 12.5 µM. actives 0.22% (n = 360,000); in the data active = inhibition above about 8.5%, passing the limit was not always enough; inconclusive = no clear call, values can overlap the other calls
Anthrax LF prot – anthrax lethal factor protease inhibition | multiplex microsphere protease cleavage assay, LF | inhibition, % at 10 µM | actives 0.12% (n = 360,000); also: plate controls were buffer without enzyme for full effect and enzyme alone for no effect
Target sequence (P15917 whole entry, looked up): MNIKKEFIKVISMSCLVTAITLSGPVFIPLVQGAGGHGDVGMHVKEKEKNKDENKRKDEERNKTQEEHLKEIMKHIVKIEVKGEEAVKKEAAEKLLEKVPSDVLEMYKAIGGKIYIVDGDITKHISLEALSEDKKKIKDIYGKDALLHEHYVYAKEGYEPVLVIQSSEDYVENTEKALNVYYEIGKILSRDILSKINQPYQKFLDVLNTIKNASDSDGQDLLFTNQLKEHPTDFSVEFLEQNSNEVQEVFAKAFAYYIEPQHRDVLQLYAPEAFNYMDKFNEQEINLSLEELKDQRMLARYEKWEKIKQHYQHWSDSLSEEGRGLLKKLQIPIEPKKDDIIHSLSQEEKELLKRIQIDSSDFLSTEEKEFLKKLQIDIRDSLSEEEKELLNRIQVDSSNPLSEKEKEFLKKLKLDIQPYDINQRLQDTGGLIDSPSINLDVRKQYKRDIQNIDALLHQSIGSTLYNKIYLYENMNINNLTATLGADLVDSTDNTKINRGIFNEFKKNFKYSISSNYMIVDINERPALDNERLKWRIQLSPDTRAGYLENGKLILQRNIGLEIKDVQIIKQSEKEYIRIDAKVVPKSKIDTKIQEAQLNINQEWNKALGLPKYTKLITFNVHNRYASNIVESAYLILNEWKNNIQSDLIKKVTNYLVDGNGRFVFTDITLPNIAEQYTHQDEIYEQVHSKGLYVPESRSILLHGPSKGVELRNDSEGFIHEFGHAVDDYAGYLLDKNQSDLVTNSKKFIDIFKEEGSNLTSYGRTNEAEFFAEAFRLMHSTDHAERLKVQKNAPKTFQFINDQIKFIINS
GDH-TPI counter – counter-screen for M. tuberculosis FBA inhibitors: GDH-TPI coupled enzymes; GDH-TPI coupled enzyme counterscreen, NADH absorbance; inhibition, % at 4.8 µM; actives 1.2% (n = 360,000); AID 588335; in the data active = inhibition above about 30%;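 also: 0% = DMSO wells and 100% = wells lacking the enzyme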
FBA Mtb inh – Mtb fructose-bisphosphate aldolase inhibition; P9WQA3; purified M. tuberculosis FBA, fluorescence read-out; inhibition, % at 1 µM; actives 2.3% (n = 360,000); AID 588726; in the data active = inhibition above about 27%;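 also: 0% = vehicle and 100% = reference inhibitor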
Mtb BioA inh – BioA (M. tuberculosis) enzyme inhibition. purified M. tuberculosis BioA enzyme, plate reader. inhibition, % at 9.99 µM. actives 0.096% (n = 360,000); in the data active = inhibition above about 40%; inconclusive = no clear call, values can overlap the other calls
BoNT-A LC inh2 – inhibitors of Botulinum neurotoxin A light chain protease; inhibition, % at 10 µM; AID 588499; multiplex microsphere protease substrate cleavage, flow cytometry; actives 0.17% (n = 360,000); also: plate controls were buffer without enzyme for full effect and enzyme alone for no effect
Mtb UGM inh – inhibitors of M. tuberculosis UDP-galactopyranose mutase. P9WIQ1. purified UGM, fluorescence polarization probe displacement. inhibition, % at 10 µM. actives 0.06% (n = 320,000). AID 504406; in the data active = inhibition above about 10%, passing the limit was not always enough; inconclusive = no clear call, values can overlap the other calls
PfHsp40 rescue – compounds rescuing yeast from Plasmodium falciparum HSP40 toxicity; S. cerevisiae expressing PfHsp40, growth rescue, ATP luminescence; growth rescue, % at 12.5 µM; actives 0.68% (n = 340,000); in the data active = growth rescue above about 28%, passing the limit was not always enough; inconclusive = no clear call, values can overlap the other calls;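 also: yeast W303a lacking pdr1 and pdr3 grown in galactose medium; growth measured after three days at 30 °C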
BoNT F protease – inhibitors of Botulinum neurotoxin F light chain protease | Multiplex microsphere protease cleavage assay, flow cytometry | inhibition, % at 10 µM | actives 0.22% (n = 360,000) | AID 588497; in the data active = inhibition above about 35%, passing the limit was not always enough; inconclusive = no clear call, values can overlap the other calls; also: plate controls were buffer without enzyme for full effect and enzyme alone for no effect
Starred values were filed as active, the others as inactive; u = inconclusive; x = not tested or not shown. Rule as the data show it, unless noted: active = inhibition above about 30%; inconclusive = no clear call, values can overlap the other calls; inactive = below that.

no.	Structure	PfHsp40 rescue	GDH-TPI counter	FadD28 FP inh	FBA Mtb inh	BoNT-A LC inh2	Mtb UGM inh	Anthrax LF prot	Mtb BioA inh	BoNT F protease
1	C=C1CCC[C@]2(C)C[C@H]3OC(=O)C(CN(C)CC(OC)OC)[C@H]3CC12 (some centres not stated)	-1.6	-3	-1.1	1	-2.2	-0.9	10	x	u
2	CC1Sc2ccc(S(=O)(=O)N3CCC(C(=O)NCC(C)c4ccccc4)CC3)cc2NC1=O (configuration not stated)	-0.9	11	-4.0	0	0.0	0.0	-3	-4.1	-4
3	COc1cc(C(=O)NC2=C(C#N)CCC2)cc(OC)c1OC	-0.3	-6	-0.7	4	-0.7	0.4	-1	x	1
4	Cc1ccc(S(=O)(=O)N2CCC[C@H]2C(=O)Nc2ccccc2C)cc1	-0.3	0	-3.5	-2	-0.5	-0.4	-12	-2.0	3
5	CN1CCn2cnc(C(=O)NCCCCCNC(=O)OC(C)(C)C)c2C1=O	x	-3	-1.3	1	-0.2	x	0	-5.9	7
6	O=C(c1ccc(COc2ccccc2Br)cc1)N1CCCCCC1	-1.7	3	-1.5	2	-0.3	0.9	1	x	-2
7	Cc1ccc(S(=O)(=O)N(C)CC(=O)NCC(c2ccco2)N(C)C)cc1 (configuration not stated)	-2.2	-1	1.1	0	3.0	-2.5	-2	-0.4	-3
8	CCCN(CCC)CCNC(=O)CCC(=O)Nc1ccc2nc(N3CCOCC3)cc(C)c2c1	-0.5	10	0.2	127*	-0.9	-0.9	-7	1.0	-2
9	CNc1nc(-c2ccccc2)c2sccc2n1	x	17	-2.0	78*	-0.5	x	-6	-3.9	-11
10	Cc1ccc(-c2nnc(CSc3nnc(C)s3)o2)cc1	0.4	-3	1.0	1	0.8	0.5	-2	1.0	2
11	COc1ccc(Cl)cc1N(CC(=O)NCCSCc1ccccc1)S(C)(=O)=O	0.9	9	0.1	-1	2.7	-1.2	2	0.7	u
12	CCN(CC)CCCN1C(=O)c2oc3ccccc3c(=O)c2C1c1cc(OC)ccc1OC (configuration not stated)	0.2	16	-1.9	1	0.2	2.9	-3	-0.9	-1
13	CCSc1nnc(-c2c[nH]c3ccccc23)o1	0.2	-3	-4.0	1	-2.4	-0.6	-1	6.2	-42
14	O=C(CSc1nc(O)c(C(c2ccccc2)c2ccccc2)c(=O)[nH]1)N1CCOCC1	-0.7	-1	2.1	2	-0.5	0.3	-2	x	-4
15	O=C(NCc1ccc2c(c1)OCO2)NC12CC3CC(CC(C3)C1)C2	1.7	-6	-2.6	3	0.0	0.8	-4	-2.2	-1
16	FC(F)(F)c1cnc(Sc2ncn[nH]2)c(Cl)c1	6.7	3	-3.1	1	-0.5	-0.5	-6	x	0
17	COc1ccc(C(=O)NCC(=O)N2CCN(c3ccc(Cl)cc3)CC2)cc1	-0.3	10	1.1	0	-1.9	-0.7	0	-2.7	7
18	CC1CCc2c(sc(/N=C/N(C)C)c2C#N)C1 (configuration not stated)	2.2	18	0.6	3	-0.3	2.8	-10	x	10
19	COc1ccc(NC(=O)CSc2nc3ccccc3cc2Cc2ccccc2)cc1	0.2	7	-0.7	-1	-1.2	-2.0	-4	-1.5	-14
20	O=C1CC(c2cccc([N+](=O)[O-])c2)c2ccc3ccccc3c2N1 (configuration not stated)	8.0	3	-1.2	-2	0.1	-1.8	-1	3.0	-10
21	CCOC(=O)Cc1csc(N/N=C/c2ccc(C(F)(F)F)cc2)n1	-0.3	8	-2.8	2	-0.7	0.3	0	x	-3
22	COc1cc(C(=O)NNC(=O)COc2ccccc2Cl)ccc1OCC(=O)N1CCOCC1	2.5	2	-0.6	1	x	1.4	x	-0.2	x
23	CCCC(=O)Nc1ccc(NC(=O)c2cccc(OC)c2)nc1	-0.6	7	-2.7	1	-0.8	-2.1	-1	0.2	-20
24	O=C(c1cccc(C(=O)N2CCN(c3ccc(F)cc3)CC2)c1)N1CCN(c2ccc(F)cc2)CC1	1.2	-5	0.3	-1	-0.5	-2.2	-1	1.3	-8
25	O=C1CC(N2CCN(Cc3ccc(Cl)cc3)CC2)C(=O)N1CCc1ccccc1 (configuration not stated)	1.4	2	-2.7	1	-2.2	0.2	-13	2.1	u
26	COc1ccc(C(=O)Nc2nncs2)cc1S(=O)(=O)N1CC(c2ccccc2)CC1=O (configuration not stated)	0.1	7	-1.0	1	-0.5	1.5	-2	-0.9	-6
27	CCN(C(=O)COC(=O)CCC(=O)c1ccccc1)c1c(N)n(Cc2ccccc2)c(=O)[nH]c1=O	-0.1	0	x	1	1.1	-0.6	-3	-1.9	-7
28	O=C(COC(=O)C1=COCCO1)Nc1cccc(Oc2ccccc2)c1	0.3	-2	-5.6	1	0.2	-2.3	-2	4.7	5
29	CCOCCCNC(=S)N1C2CCC1CC(NC(=O)NC1CCCCC1)C2 (configuration not stated)	-1.3	-1	0.0	-3	0.1	1.6	-2	-0.6	-2
30	Cc1ccc(O)c(/C=N/NC(=O)c2[nH]ncc2Br)c1	0.3	4	-0.8	-2	0.1	0.5	-4	0.4	2
31	Cc1nnc(SCC(=O)Nc2cccc(N)c2)n1-c1ccccc1	2.7	-7	2.1	-1	-1.6	-1.0	-1	-0.2	-16
32	CC(NC(=O)NC(=O)c1ccc(F)cc1)C1CC1 (configuration not stated)	0.4	4	-1.8	-1	1.9	3.9	4	-1.1	2
33	O=C(CSc1nc2c(cnn2-c2ccccc2)c(=O)[nH]1)N1N=C(c2cccs2)CC1c1ccc(F)cc1 (configuration not stated)	1.5	10	1.0	5	-0.2	4.7	0	-0.7	7
34	CN1CCCC(C(=O)Nc2cccc(Cl)c2)CC1 (configuration not stated)	x	9	0.5	3	-0.1	x	-6	-1.1	-4
35	CC1(C(=O)Nc2ccc3c(c2)OCCO3)CCN1C(=O)C1(c2ccc(Cl)cc2)CCC1 (configuration not stated)	x	-1	-0.3	3	-0.4	x	-1	1.2	6
36	O=C1c2ccc([N+](=O)[O-])cc2S(=O)(=O)N1Cc1ccccc1	1.3	-7	-4.6	1	-1.6	0.9	12	x	7
37	O=C(Cn1cnc2cc([N+](=O)[O-])ccc2c1=O)N1CCN(S(=O)(=O)c2ccccc2)CC1	0.1	11	-2.9	-1	0.2	-1.3	-4	-1.6	1
38	O=C(c1ccccc1)N1CCN(CC(O)COc2ccc(Br)cc2)CC1 (configuration not stated)	-1.1	4	-2.2	-2	1.6	3.1	-4	-0.6	24
39	CN(C)C(=O)Cn1c(=O)n(S(=O)(=O)c2ccccc2)c2ccccc21	-1.5	-9	-4.3	-1	2.0	-2.8	-4	3.7	u
40	C=CCOC(=O)/C(=C\C=C\c1ccccc1)NC(=O)c1ccccc1	-0.5	24	-5.9	-1	-0.3	-0.2	-4	x	-1
41	Cc1c(OCC(=O)N2C[C@H]3C[C@@H](C2)c2cccc(=O)n2C3)ccc2c3c(c(=O)oc12)CCC3	-0.6	21	0.8	9	0.2	1.4	-6	2.1	-5
42	Cc1cccn2c(=O)c(C=O)c(Nc3ccc(S(N)(=O)=O)cc3)nc12	-3.8	3	-0.8	2	-0.9	-1.7	-1	0.0	-23
43	Cc1ccc(OCCC(=O)Nc2ccc(C)c(S(=O)(=O)N3CCOCC3)c2)cc1	0.6	3	3.8	-2	-5.9	-4.5	-6	-0.2	-12
44	CCN(CC(=O)Nc1ccc2c(c1)OCCO2)C(=O)c1cc(Cl)nc2ccccc12	1.2	5	-1.4	1	-0.7	0.6	-8	0.6	-5
45	COc1cccc(CNC(=O)c2ccc(CS(=O)Cc3ccc(C)cc3)o2)c1 (configuration not stated)	0.1	-3	-0.4	1	2.2	-0.9	-1	1.8	7
46	O=C(CCS(=O)(=O)Cc1ccccc1)Nc1nncs1	-0.2	4	-2.2	1	-2.3	-2.4	0	x	-7
47	COc1ccc(OC)c(C2/C(=C(/O)c3cnn(-c4ccccc4)c3C)C(=O)C(=O)N2CCN(C)C)c1 (configuration not stated)	-0.2	19	-2.8	-5	-0.4	0.0	1	x	1
48	CCCN(CCC)C(=O)Cn1c(=O)n(CCCCC(=O)NC2CCCC2)c(=O)c2ccccc21	-2.0	-3	-1.4	1	-0.1	-0.3	0	0.1	-8
49	CC(C)C(=O)Nc1cccc(C(=O)N2CCCCC2C)c1 (configuration not stated)	0.6	0	4.2	1	0.1	-1.1	-1	-0.4	-9
50	Cc1ccc(NC(=O)OCCN2CCN(S(=O)(=O)c3ccc(C)cc3)CCC2=O)cc1	-1.2	6	-2.0	1	-0.2	-0.4	-15	-0.3	1
51	CC(=O)Nc1ccc(S(=O)(=O)N2CCN(C(=O)c3ncoc3-c3ccc(C)cc3)CC2)cc1	0.3	9	1.2	0	-2.8	1.1	-8	-3.0	-2
52	CC(=O)N1CC(C)Oc2ccc(S(=O)(=O)NC(CC(=O)O)c3ccc(C)cc3C)cc21 (configuration not stated)	0.5	6	-1.8	5	0.7	0.3	-4	-1.8	-2
53	COC(=O)c1ccc(CSc2nnc(NC(C)C)s2)o1	2.1	5	-2.0	-1	-0.8	2.1	-8	x	-4
54	Cn1c(C(=O)N[C@@H](Cc2ccccc2)C(=O)O)cc2cc(Cl)ccc21	-0.2	2	-4.1	0	1.8	2.3	8	0.1	u
55	N#Cc1cncc(-c2ccc3c(c2)OCCOCCOCCOCCOCCO3)n1	0.2	11	1.3	3	0.2	-1.4	0	x	-6
56	CCN1CCN(c2oc(COc3ccc(Cl)cc3)nc2C#N)CC1	-0.4	-3	-7.9	3	-0.4	-1.3	-4	5.0	-8
57	O=C(Cc1cccc(C(F)(F)F)c1)NCC(=O)Nc1cc(Cl)ccc1Cl	0.6	3	-4.3	-2	-0.3	3.3	-1	-1.9	0
58	CCOc1ccc(NC(=O)NC(C)CC)cc1 (configuration not stated)	0.4	3	0.7	4	-0.8	0.1	0	-1.9	2
59	Cc1ccc(C(C(=O)NC2CCCC2)N(C(=O)c2csnn2)C2CCCC2)o1 (configuration not stated)	-1.3	-1	-1.3	-3	u	0.4	2	-2.0	4
60	CCOC(=O)c1ccccc1-n1c(C)cc(C2N=C(N)Nc3nc4ccccc4n32)c1C (configuration not stated)	-1.9	4	-4.8	2	2.5	-2.1	-23	-0.3	-7

One compound at a time, from the list above. Values in the order: PfHsp40 rescue, GDH-TPI counter, FadD28 FP inh, FBA Mtb inh, BoNT-A LC inh2, Mtb UGM inh, Anthrax LF prot, Mtb BioA inh, BoNT F protease
CCOc1ccc(NC(=O)NC(C)CC)cc1 (configuration not stated) in the list: 0.4, 3, 0.7, 4, -0.8, 0.1, 0, -1.9, 2
O=C(CCS(=O)(=O)Cc1ccccc1)Nc1nncs1 in the list: -0.2, 4, -2.2, 1, -2.3, -2.4, 0, x, -7

The listing continues:
no.	Structure	PfHsp40 rescue	GDH-TPI counter	FadD28 FP inh	FBA Mtb inh	BoNT-A LC inh2	Mtb UGM inh	Anthrax LF prot	Mtb BioA inh	BoNT F protease
61	COC(=O)c1c(NC(=O)Cc2cccs2)sc(C(=O)NC2CCCCC2)c1C	0.5	-3	0.0	0	-1.1	-3.2	-4	x	-4
62	CC(C)(C)C1CCC(C(=O)OCC(=O)N2CCOCC2)CC1 (configuration not stated)	-0.6	-3	-2.9	3	0.1	-4.0	-1	x	-3
63	Cc1ccc(NS(=O)(=O)c2ccc3oc(=O)ccc3c2)cc1Cl	1.5	5	-1.9	-2	-0.1	-0.2	22	0.0	-14
64	COc1ccccc1NC(=O)Cn1cnc2c(cnn2-c2ccccc2)c1=O	0.3	0	-1.8	0	-0.6	1.0	-5	-0.4	-2
65	C(#CCN1CCCCC1)CN1CCCCC1	x	x	-1.2	2	-0.1	x	2	x	-3
66	N#Cc1nc(COc2ccccc2)oc1N1CCCCC1	-0.6	7	-0.8	1	-1.2	-1.8	-4	0.3	-10
67	Nc1cccc(CP(=O)(c2ccccc2)c2ccccc2)c1	-0.2	0	-3.5	1	-0.8	1.3	1	-3.8	-12
68	CCN(C(=O)c1ccc2c(c1)OCO2)C1CCS(=O)(=O)C1 (configuration not stated)	-1.3	-7	-2.0	-1	0.7	-0.6	0	-0.6	7
